Glioma ERSR ind: induces the endoplasmic reticulum stress response in human glioma cells; U87-MG GRP78 promoter luciferase reporter, 16 h; Potency, µM, for inactives: top-dose activation, most hits filed as activators; 420,000 tested, 0.02% active; further: potency means the concentration at half of the fitted maximal effect; series mostly up to about 76 µM; % of control where 0% means no effect; nearly all actives have a fitted effect of over 35% in size
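ERSR induction read as luciferase luminescence (Bright-Glo, 10 min at room temperature) in stably transfected human U87-MG glioma cells exposed to compounds for 16 h, using GRP78 as sensor.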
LDHA block: blocks human lactate dehydrogenase A; P00338; purified LDHA, NADH/diaphorase-resazurin fluorescence; active compounds read low; activity change, % (values are at about 110 or 230 µM); 480,000 tested, 0.15% active; in the data active means activity change below about -30%; inconclusive means mostly about -25% to -30%;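 further: plate controls were DMSO wells for no effect and wells without enzyme for full effect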
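LDH5 2 nM; NADH 0.06 mM, pyruvate 0.2 mM; 200 mM Tris pH 7.4, EDTA, Tween-20; 5 min RT. Detection: diaphorase 0.133 mg/mL + resazurin 37 µM, fluorescence ex540/em590 at 0 and 20 min; normalized to enzyme-free and DMSO wells.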
USP1-UAF1 inh: USP1/UAF1 (human) deubiquitinase inhibition | O94782 | recombinant USP1/UAF1, Ub-Rhodamine cleavage fluorescence | Potency, µM (highest dose often 57.1 µM), without a hit: at the top dose activity change, negative = inhibition, most hits filed as inhibitors | 390,000 tested, 0.23% active | AID 743255; further: potency means the concentration at half of the fitted maximal effect; on the % scale 0 is the no-effect control and ±100 the full control effect; nearly all actives have a fitted effect of over 60% in size; inactives centre near -12
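High-throughput fluorogenic screen: 1nM USP1/UAF1 complex, Ub-Rho substrate 150nM final, 50mM HEPES pH 7.8 with 0.5mM EDTA, 0.1 mg/ml BSA, 1mM TCEP and 0.01% Tween-20.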
Vif-A3F inh: blocks the Vif interaction with APOBEC3F; AID 602313; HeLa A3F-eYFP + Vif (tagged APOBEC3F with the HIV-1 protein that degrades it), YFP fluorescence increase; 390,000 tested, 0.2% active; Potency, µM (highest dose often 46.1 µM), for the others: at the top dose activity, negative = active; further: potency means the concentration at half of the fitted maximal effect; % of control where 0% means no effect; nearly all actives have a fitted effect of over 65% in size
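Fluorescence increase (Ex 488/Em 500-530) after overnight compound treatment at 37 deg C flags inhibition of Vif-driven A3F-eYFP loss in stable HeLa A3F-eYFP/Vif cells seeded overnight beforehand.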
TrxR1 substrate: substrates of rat thioredoxin reductase 1. 390,000 tested, 0.01% active. Potency, µM (doses to about 114 µM), for inactives: at the top dose activity change, negative = substrate turnover. purified TrxR1 substrate turnover, NADPH consumption readout. O89049. AID 588456; further: potency means the concentration at half of the fitted maximal effect; on the % scale 0 is the no-effect control and ±100 the full control effect; nearly all actives have a fitted effect of over 50% in size
Target sequence (O89049 whole entry, looked up): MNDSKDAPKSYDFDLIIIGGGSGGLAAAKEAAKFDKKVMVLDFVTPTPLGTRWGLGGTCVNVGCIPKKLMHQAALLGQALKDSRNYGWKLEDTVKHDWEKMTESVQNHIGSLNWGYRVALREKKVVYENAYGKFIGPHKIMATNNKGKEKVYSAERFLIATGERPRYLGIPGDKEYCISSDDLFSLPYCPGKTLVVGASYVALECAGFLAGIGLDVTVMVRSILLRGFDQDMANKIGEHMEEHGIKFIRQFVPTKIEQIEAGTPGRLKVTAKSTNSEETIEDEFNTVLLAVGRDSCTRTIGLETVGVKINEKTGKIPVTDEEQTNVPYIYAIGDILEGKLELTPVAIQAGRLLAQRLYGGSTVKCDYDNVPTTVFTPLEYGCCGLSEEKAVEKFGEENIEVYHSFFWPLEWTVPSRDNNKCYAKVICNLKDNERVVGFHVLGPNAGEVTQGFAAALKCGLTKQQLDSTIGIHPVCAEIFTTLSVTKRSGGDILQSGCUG
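Rat TrxR1, dispensed at 90 nM, was prereduced with 400 uM NADPH (final) for 5 min at ~22 deg C, then incubated with compound 15 min before 400 uM selenite. A first-read NADPH fluorescence drop versus no-compound background flagged substrates.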
Vif-APOBEC3G blk: inhibitors of Vif-APOBEC3G interaction | Q9HC16 | HeLa A3G-eYFP + Vif (tagged APOBEC3G with the HIV-1 protein that degrades it), YFP fluorescence, overnight | Potency, µM (doses to about 46.1 µM), for inactives: top-dose activity, negative = active, most hits filed as inhibitors | 410,000 tested, 0.076% active | AID 602310;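 further: potency means the concentration at half of the fitted maximal effect; on the % scale 0 is the no-effect control and ±100 the full control effect; nearly all actives have a fitted effect of over 60% in size; hits raise eYFP signal because A3G escapes Vif-driven loss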
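HeLa cells stably expressing Vif and C-terminally eYFP-tagged A3G, seeded overnight at 37 deg C, then exposed to compound by pintool overnight at 37 deg C. Rise in yellow fluorescence (Ex 488/Em 500-530, Acumen) marks blocked Vif-driven A3G degradation.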
IDH1 R132H inh: inhibitors of human mutant IDH1 R132H; IDH1-R132H enzyme, NADPH consumption, diaphorase/resazurin fluorescence; O75874; Potency, µM (highest dose often 76.6 µM), for the others: at the highest dose activity change, negative = inhibition, usual class: inhibitors; AID 602179; 390,000 tested, 0.093% active; further: potency means the concentration at half of the fitted maximal effect; on the % scale 0 is the no-effect control and ±100 the full control effect; nearly all actives have a fitted effect of over 65% in size
Target sequence (O75874 whole entry R132H, stated change not applied): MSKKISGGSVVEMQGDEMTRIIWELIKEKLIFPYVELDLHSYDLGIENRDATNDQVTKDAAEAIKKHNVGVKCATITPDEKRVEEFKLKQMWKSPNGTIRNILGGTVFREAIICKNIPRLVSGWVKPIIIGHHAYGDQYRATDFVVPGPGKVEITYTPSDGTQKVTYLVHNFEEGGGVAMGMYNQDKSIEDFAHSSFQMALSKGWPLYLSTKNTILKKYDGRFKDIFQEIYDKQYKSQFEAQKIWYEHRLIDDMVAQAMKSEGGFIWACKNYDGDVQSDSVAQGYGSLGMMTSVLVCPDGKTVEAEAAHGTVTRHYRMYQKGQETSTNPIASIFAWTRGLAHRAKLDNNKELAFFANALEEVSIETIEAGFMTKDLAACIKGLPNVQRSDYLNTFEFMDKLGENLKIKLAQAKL
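IDH1-R132H (0.5 ug/mL) preincubated 30 min with compound, then NADPH (0.016 mM) and alpha-KG (2 mM) added; 80 min at RT, pH 7.5. Remaining NADPH coupled via diaphorase/resazurin to fluorescence (540/590 nm); concentration-response curves normalized to no-enzyme control.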
RGS4 inh: inhibitors of human regulator of G protein signaling 4; P49798; Transcreener GDP fluorescence polarization, RGS4-accelerated GTP hydrolysis; Potency, µM (top dose mostly 114 µM), for the others: at the highest dose activity change, negative = inhibition, usual class: inhibitors; 390,000 tested, 0.039% active; AID 504845; further: potency means the concentration at half of the fitted maximal effect; on the % scale 0 is the no-effect control and ±100 the full control effect; nearly all actives have a fitted effect of over 75% in size; some results filed as inactive show a strong effect at the top dose
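MLSMR compounds (23 nl, pin-transferred) preincubated 10 min at room temperature with a 500nM (2x) first reagent, then RGS4 at 900nM (2x) plus Transcreener GDP mix added; fluorescence polarization (620/688 nm) read before and after 90 min at 30 °C.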
rTrxR1 inhibitor: blocks rat thioredoxin reductase 1; O89049; recombinant rTrxR1, NADPH fluorescence consumption, selenite substrate; Potency, µM (highest dose often 114 µM), for inactives: at the highest dose activity change, negative = inhibition, usual class: inhibitors; 390,000 tested, 1% active; AID 588453; further: potency means the concentration at half of the fitted maximal effect; on the % scale 0 is the no-effect control and ±100 the full control effect; nearly all actives have a fitted effect of over 65% in size
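Rat TrxR1 (90 nM in the dispensed reagent) was pre-reduced with 400 uM NADPH for 5 min at room temperature, then incubated with compound for 15 min. After 400 uM selenite was added, NADPH fluorescence (Ex 340/Em 450 nm) was followed for 8 min.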
Starred values were filed as active, the others as inactive; ? = inconclusive; . = no result given; [ ] = another dose, or the depositor's remark. Unless noted, the call rests on the fitted dose curve; in most records, active means well fitted curve in the direction sought with a large enough effect; inconclusive means small, poorly fitted or top-dose-only effect, or another doubt; inactive means no such curve, though single readings can be large; an effect the other way counts as inactive or inconclusive. Not all compounds are listed; count on the stated rates, not on these rows.

The line under a structure holds: Glioma ERSR ind	LDHA block	USP1-UAF1 inh	Vif-A3F inh	TrxR1 substrate	Vif-APOBEC3G blk	IDH1 R132H inh	RGS4 inh	rTrxR1 inhibitor
- O=C(/C=C/c1cc([N+](=O)[O-])ccc1OC(F)F)Nc1cccc2ccccc12
  -2%	-5	-6%	-3%	-2%	-1%	0%	7%	8%
- O=C(COC(=O)c1cnccn1)c1cccc([N+](=O)[O-])c1
  0%	-3	-14%	-3%	5%	7%	8%	-11%	12%
- O=C(CSCc1ccccc1)N1CCN(c2ccccc2)CC1
  0%	-4	-9%	1%	5%	-3%	2%	-16%	7%
- Cc1nc(S(=O)(=O)N2CCN(c3ccccc3F)CC2)cn1C
  -4%	-3	-27%	3%	6%[57.1 µM]	0%	2%	-6%	23%[57.1 µM]
- CCn1c(SCc2nc3ccccc3[nH]2)nnc1-c1ccncc1
  -2%	-7	-19%	-7%	14%	-5%	12%	3%	21%
- CC(C(=O)NN)n1nnc(N2CCOCC2)n1 (stereo not drawn)
  2%	-4	-13%	-1%	3%	-2%	2%	4%	16%
- COc1ccc(Nc2cc(Sc3ccc(OC)cc3)ncn2)cc1
  -1%	-7	-11%	6%	9%[57.1 µM]	0%	26%	-9%	17%[57.1 µM]
- CCCN(CCC)CCCNC(=O)c1cnn(-c2ccc(F)cc2)c1-n1cccc1
  -3%	-1	-22%	-3%	4%	-4%	-4%	-8%	2%
- CCOCCCNC(=O)c1c[nH]c2cc(OC)ccc2c1=O
  -3%	1	-17%	-11%	-16%[57.1 µM]	-4%	10%	-14%	22%[57.1 µM]
- COc1ccc(N2CCN(C(=O)Cn3c(-c4cccs4)cc4ccccc43)CC2)cc1
  -4%	7	-9%	0%	22%	2%	0%	-27%	4%
- O=C(CC1SC(=NCc2ccccc2)NC1=O)Nc1ccccc1 (stereo not drawn)
  0%	-3	-3%	-18%	7%[57.1 µM]	0%	2%	55%[activator]	9%[57.1 µM]
- COCC(=O)OCC(=O)N1N=C(c2ccc(Cl)cc2)CC1c1ccco1 (stereo not drawn)
  -3%	-11	-6%	1%	5%[57.1 µM]	-2%	17%	7%	11%[57.1 µM]
- CN(C)c1ccc(/C=C/c2ccnc3ccccc23)c(N)c1
  -6%	5	.	.	5%	?	.	.	14%
- Cc1c(Cl)cccc1NC(=O)Cn1c(=O)n(Cc2nc(-c3ccccc3)no2)c(=O)c2cc3c(cc21)OCO3
  -3%	-5	-3%	0%	-6%	-4%	2%	6%	2%
- O=S(=O)(c1ccc(Cl)nc1)N1CCOCC1
  -4%	-9	-16%	-3%	-1%	6%	14%	15%	15%
- O=C(CCN1C(=O)NC2(CCCC2)C1=O)Nc1cccc(S(=O)(=O)N2CCOCC2)c1
  2%	-3	-20%	0%	-5%	-2%	-5%	28%	-12%
- CCN(CC)S(=O)(=O)c1cccc(-c2nnc(SCC(N)=O)n2N)c1
  -4%	-1	-24%	-8%	6%	4%	1%	-7%[11.4 µM]	29%
- O=C(CSc1ccsc1[N+](=O)[O-])Nc1cc(F)ccc1F
  5%	-3	-1%	-7%	-5%	-1%	-6%	-17%	?
- COc1ccc(/C=C/C(=O)Nc2ccc(S(=O)(=O)Nc3onc(C)c3C)cc2)cc1OC
  -2%	-5	-7%	?	-13%	0%	11%	-15%	-13%
- CC(C)OC(=O)C1C(=O)CC(C)(O)C(C(=O)OC(C)C)C1c1ccccc1 (stereo not drawn)
  -3%	-1	-20%	-1%	5%[57.1 µM]	-10%	-5%	9%	12%[57.1 µM]
- COc1ccc(CCNc2nccn(-c3ccc(C)c(C)c3)c2=O)cc1OC
  -1%	-4	-16%	2%	4%[57.1 µM]	5%	6%	-11%	14%[57.1 µM]
- CCOC(=O)CC1C(=O)NCCN1C(=O)c1cccc(C(F)(F)F)c1 (stereo not drawn)
  2%	-8	0%	-3%	-3%	0%	0%	14%	6%
- Cc1ccc(S(=O)(=O)N(C)c2ccc(C(=O)Nc3ccccn3)cc2)cc1
  0%	-5	-19%	5%	7%[57.1 µM]	-5%	5%	16%	8%
- Cc1cc(C)nc(N(C#N)Cc2ccc(Br)cc2)n1
  -3%	6	-16%	-3%	3%	-1%	2%	-5%	12%
- Nn1c(SCc2ccccn2)nncc1=O
  -2%	-2	-19%	-10%	-7%	-13%	-3%	5%	-4%[57.1 µM]
- CCOc1ccc(NC(=S)NC(=O)c2cncc(Br)c2)cc1
  -8%	-11	-13%	-1%	0%[57.1 µM]	1%	-8%	4%	-26%[57.1 µM]
- CCc1nnc(NC(=O)C2(C)COC(c3ccc(OC)cc3)OC2)s1 (stereo not drawn)
  ?	-11	-13%	4%	2%[57.1 µM]	3%	-2%	4%	15%[57.1 µM]
- CN(C)S(=O)(=O)c1ccc(NC(=O)C2COc3ccccc3O2)cc1 (stereo not drawn)
  -1%	-12	-12%	1%	8%[57.1 µM]	3%	-11%	8%	11%[57.1 µM]
- COc1cccc(-n2c(SCC#N)nnc2-c2cnccn2)c1
  -2%	0	-5%	2%	-9%	2%	-4%	33%	-1%
- Cc1nc2ccccn2c1P(=Nc1ccccc1)(N(C)C)N(C)C
  -4%	-3	12%	1%	17%	0%	0%	-1%	29%

Six entries from above, arranged by heavy-atom count, lowest first:
The line under a structure holds: Glioma ERSR ind	LDHA block	USP1-UAF1 inh	Vif-A3F inh	TrxR1 substrate	Vif-APOBEC3G blk	IDH1 R132H inh	RGS4 inh	rTrxR1 inhibitor
- Nn1c(SCc2ccccn2)nncc1=O
  -2%	-2	-19%	-10%	-7%	-13%	-3%	5%	-4%[57.1 µM]
- CCOc1ccc(NC(=S)NC(=O)c2cncc(Br)c2)cc1
  -8%	-11	-13%	-1%	0%[57.1 µM]	1%	-8%	4%	-26%[57.1 µM]
- Cc1nc2ccccn2c1P(=Nc1ccccc1)(N(C)C)N(C)C
  -4%	-3	12%	1%	17%	0%	0%	-1%	29%
- CCN(CC)S(=O)(=O)c1cccc(-c2nnc(SCC(N)=O)n2N)c1
  -4%	-1	-24%	-8%	6%	4%	1%	-7%[11.4 µM]	29%
- CC(C)OC(=O)C1C(=O)CC(C)(O)C(C(=O)OC(C)C)C1c1ccccc1 (stereo not drawn)
  -3%	-1	-20%	-1%	5%[57.1 µM]	-10%	-5%	9%	12%[57.1 µM]
- Cc1c(Cl)cccc1NC(=O)Cn1c(=O)n(Cc2nc(-c3ccccc3)no2)c(=O)c2cc3c(cc21)OCO3
  -3%	-5	-3%	0%	-6%	-4%	2%	6%	2%

The list continues.
The line under a structure holds: Glioma ERSR ind	LDHA block	USP1-UAF1 inh	Vif-A3F inh	TrxR1 substrate	Vif-APOBEC3G blk	IDH1 R132H inh	RGS4 inh	rTrxR1 inhibitor
- Cc1ccc(N=CC2=C(O)CC(C)(C)CC2=O)nc1
  -3%	-1	-27%	.	-7%	-3%	16%	-6%	-11%
- CN1CCN(c2nc3c(c(=O)n(C)c(=O)n3C)n2CCSc2nc3ccccc3s2)CC1
  -4%	-13	-2%	-3%	5%[57.1 µM]	-6%	-10%	20%	9%[57.1 µM]
- CC(C)Cc1nn2cc(-c3cccc(Br)c3)nc2s1
  -5%	1	-26%	-5%	2%	0%	23%	-2%	12%
- CCCOc1ccc(C(C)=O)cc1CC(C(=O)OCC)C(=O)OCC
  -4%	-4	-16%	-3%	-6%	-1%	1%	48%	4%
- O=C(c1ccccc1)N1c2ncnn2C2(CCCCC2)[C@@H]2CCCC[C@@H]21
  -3%	-7	-1%	0%	-8%	2%	0%	13%	13%
- CC(C)CN(C(=O)COC(=O)CNC(=O)c1ccccc1)c1c(N)n(Cc2ccccc2)c(=O)[nH]c1=O
  -4%	-1	-5%	-21%	3%	2%	-1%	-30%	11%
- Cc1cc(NS(=O)(=O)c2ccc(NC(=O)CCCOc3ccccc3C)cc2)no1
  -3%	1	-24%	-2%	8%	-10%	-1%	-1%	19%
- O=C1CC2(CCN(C(=O)c3c(F)cccc3Cl)CC2)Oc2ccccc21
  -6%	-5	-20%	10%	12%	-4%	0%	15%	2%
- O=C(COc1ccc([N+](=O)[O-])cc1)Nc1nnc(-c2cccnc2)s1
  -4%	-3	-5%	?	1%	2%	-9%	-39%	19%
- COc1ccc(-n2cnc3cc(NC(=O)c4ccco4)ccc32)cc1
  3%	4	-8%	1%	2%	0%	0%	3%	3%
- CC(=O)N(C)c1ccc(NC(=O)C(F)(F)F)cc1
  -2%	-3	6%	0%	6%[57.1 µM]	-1%	8%	42%	-6%
- COc1ccc(Cc2c(O)nc(SCC(=O)c3ccc(OC)cc3)[nH]c2=O)cc1
  -1%	1	-12%	?	7%[57.1 µM]	-27%	0%	-11%	16%[57.1 µM]
- COc1ccc(N2CCN(S(=O)(=O)c3ccc(-c4cc(C)no4)s3)CC2)cc1
  1%	-7	-13%	1%	-5%	0%	-7%	13%[11.4 µM]	10%

Screening data from PubChem BioAssay.
